Screening data deposited in PubChem by several laboratories.
hcDAF12 agonist – H. contortus DAF-12 activation, primary screen; hit rate 1.4% among 370,000; activation, % at 6.8 µM; HEK293 hcDAF-12 lit1-tk-luc reporter, luminescence; 0% DMSO, 100% Δ7-dafachronic acid;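 active = activation above the mean of all tested compounds plus 3 SD, cut at about 5.5% in these data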;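 note: 100% = response to 3 µM Δ7-dafachronic acid high control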
GC-A act – GC-A (human) enzyme activation; AID 1671463; HEK293 GC-A cells, cGMP TR-FRET, EC30 ANP; 0% at EC30 ANP, 100% saturating ANP; P16066; hit rate 0.14% among 370,000; activation, % at 10 µM; in the data active = activation above about 40%
ssDAF-12 act – activates DAF-12 receptor from parasite S. stercoralis; HEK293 ssDAF-12/GRIP1 lit1-tk-luc reporter, luminescence; % of 3 µM dafachronic acid response; activation, % at 6.8 µM; hit rate 1% among 370,000; AID 652126;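 active = activation above the mean over all tested compounds plus 3 SD, cut at about 0.9% in these data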;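 note: 0% = DMSO-only wells and 100% = 3 µM delta7-dafachronic acid wells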
GC-B act – GC-B (human) receptor activation. activation, % at 10 µM. HEK293-GC-B cells, CNP EC30, cGMP TR-FRET; 0% at EC30 CNP, 100% saturating CNP. P20594. hit rate 0.11% among 370,000;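 active = activation at 10 µM reaching about 35% in either raw or pattern-adjusted values, limit read from the data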
Target sequence (P20594 whole entry, looked up): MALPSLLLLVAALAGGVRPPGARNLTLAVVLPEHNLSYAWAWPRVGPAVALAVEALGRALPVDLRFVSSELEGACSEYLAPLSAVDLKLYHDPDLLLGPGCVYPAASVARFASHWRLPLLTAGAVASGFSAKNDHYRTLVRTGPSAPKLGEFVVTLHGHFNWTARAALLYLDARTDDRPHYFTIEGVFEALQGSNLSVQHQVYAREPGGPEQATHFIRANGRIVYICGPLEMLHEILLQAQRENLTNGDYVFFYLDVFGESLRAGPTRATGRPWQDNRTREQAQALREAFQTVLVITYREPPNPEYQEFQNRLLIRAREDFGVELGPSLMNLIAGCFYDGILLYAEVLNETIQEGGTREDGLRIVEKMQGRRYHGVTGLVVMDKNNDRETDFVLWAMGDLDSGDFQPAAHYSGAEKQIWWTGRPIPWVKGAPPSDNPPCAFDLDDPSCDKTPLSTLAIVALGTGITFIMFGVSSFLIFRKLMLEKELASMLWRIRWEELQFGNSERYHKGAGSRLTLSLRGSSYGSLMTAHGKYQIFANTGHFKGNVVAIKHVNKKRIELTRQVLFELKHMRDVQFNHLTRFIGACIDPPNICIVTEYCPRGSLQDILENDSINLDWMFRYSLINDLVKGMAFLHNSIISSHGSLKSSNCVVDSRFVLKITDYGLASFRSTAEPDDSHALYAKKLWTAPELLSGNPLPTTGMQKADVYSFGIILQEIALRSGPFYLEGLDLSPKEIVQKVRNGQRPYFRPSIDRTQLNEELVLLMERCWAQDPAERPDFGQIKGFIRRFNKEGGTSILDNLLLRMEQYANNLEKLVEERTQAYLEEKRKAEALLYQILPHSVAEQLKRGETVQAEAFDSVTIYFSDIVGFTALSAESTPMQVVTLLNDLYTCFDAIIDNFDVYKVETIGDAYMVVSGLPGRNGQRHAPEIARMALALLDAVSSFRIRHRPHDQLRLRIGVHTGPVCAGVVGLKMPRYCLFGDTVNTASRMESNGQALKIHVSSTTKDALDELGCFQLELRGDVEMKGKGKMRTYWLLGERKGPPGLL
GAA850 FXN act – increases GAA850 frataxin promoter reporter activity | HEK293 lucGAA850 FXN promoter luciferase reporter, 24 h; percent of 10 µM SAHA response | activation, % at 6 µM | hit rate 0.56% among 360,000;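 active = activation above the average of all compounds screened plus 3 SD, cutoff fixed separately per campaign, cut at about 7.5% in these data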;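 note: 0% = DMSO wells and 100% = 10 µM SAHA wells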
DAX1 inh-1 – inhibitors of human orphan nuclear receptor DAX1 (NR0B1). HEK293 Gal4-DAX1 luciferase reporter, luminescence. inhibition, % at 6.75 µM. hit rate 0.99% among 340,000. AID 504766;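 active = inhibition above the mean over all tested compounds plus 3 SD, cut at about 4.2% in these data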;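 note: 0% = DAX1-transfected cells with DMSO and 100% = empty-vector control cells with DMSO; inhibition shows as a rise in luminescence from relieved DAX1 repression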
proKLK7 act – activates the human kallikrein-7 zymogen; P49862; purified proKLK7, EDANS-DABCYL substrate fluorescence; 100% is mature enzyme control, 0% vehicle; activation, % at 7 µM; hit rate 0.9% among 370,000;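 active = activation above the mean of all tested compounds plus 3 SD, computed per campaign excluding outliers beyond control limits, cut at about 13% in these data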
SMARCA2 activ – SMARCA2 function activation, primary screen; MG213 cells, MMTV-luciferase reporter, dexamethasone, overnight; activation, % at 9.1 µM; hit rate 1% among 370,000; in the data active = activation above about 7.8%;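 note: 0% = vehicle wells and 100% = reference activator wells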
DAX1 inh-2 – inhibitors of DAX1 repression of SF-1 activated StAR promoter; HEK293T StAR-luciferase reporter, SF-1/DAX-1 repression relief; inhibition, % at 6.8 µM; hit rate 1.1% among 370,000; AID 652010;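 active = inhibition above the mean over all tested compounds plus 3 SD, cut at about 3.6% in these data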;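 note: 0% = DAX-1 cells with DMSO and 100% = cells lacking DAX-1 with DMSO; higher inhibition means more luminescence from relief of DAX-1 repression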
hgDAF-12 ag – hgDAF-12 agonism, primary luciferase screen. activation, % at 6.8 µM. HEK293 GAL4-hgDAF12 UAS-luciferase reporter, agonist luminescence; normalized to butyrate control. hit rate 1.8% among 370,000;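 active = activation above a cutoff set at the mean of all screened compounds plus 3 SD, cut at about 10% in these data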;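 note: 0% = DMSO wells and 100% = sodium butyrate wells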
HGIII-sPLA2 inh – Inhibits HGIII-sPLA2 liposome hydrolysis, primary screen; Q9NZ20; inhibition, % at 12.2 µM; QFRET BODIPY PC-A2 liposome hydrolysis, fluorescence; hit rate 0.56% among 370,000;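 active = inhibition above mean plus 3 SD of compounds lying within the high and low control bounds, cut at about 19% in these data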;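 note: 0% = median of test compound wells and 100% = no enzyme DMSO wells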
* hit, by the source's call; x = no result given.

#	SMILES	hcDAF12 agonist	GC-A act	ssDAF-12 act	GC-B act	GAA850 FXN act	DAX1 inh-1	proKLK7 act	SMARCA2 activ	DAX1 inh-2	hgDAF-12 ag	HGIII-sPLA2 inh
1	CCCCCCNc1cc(C)oc(=O)c1C(C)=O	0.4	2	-0.8	4	0.9	1.2	0.5	2	0.4	2.7	2
2	CCOC(=O)c1c(NC(=O)COC(=O)Cc2n[nH]c(=O)c3ccccc23)sc(C(=O)NC)c1C	2.3	2	-0.1	2	1.4	0.9	-0.2	5	-0.8	2.8	3
3	Cc1cc(C(=O)C(C)Sc2cccc[n+]2[O-])c(C)n1-c1ccc(Cl)cc1 (stereo unspecified)	-0.9	-2	-1.8	1	4.0	-0.5	0.0	-3	-1.4	0.6	-3
4	COc1ccc(/C=C(\C#N)C(=O)NC(C)c2ccccc2)cc1O (stereo unspecified)	-1.3	-3	-0.9	0	0.7	-1.0	0.2	0	-0.2	1.2	-3
5	COC(=O)CC1COc2ccccc2N1C(=O)c1cc(OC)c(OC)c(OC)c1 (stereo unspecified)	-1.4	-17	-1.2	-5	2.5	-0.5	0.6	2	0.3	0.0	0
6	C/C(=N\NC(=O)c1ccc(C)cc1)c1c(C)[nH]n(-c2ccccc2)c1=O	0.6	6	-0.4	8	2.1	0.9	-1.7	-1	0.2	5.5	8
7	Cc1nc(C)c(-c2nnc(-c3ccccc3Cl)o2)cc1C(=O)NN	-1.0	1	-1.5	-7	-0.5	0.0	0.1	2	-0.1	2.4	7
8	CC(=O)Nc1ccc(NC(=O)CSc2nnc3c4ccccc4n(C)c3n2)cc1	0.6	6	-0.1	-4	2.1	-0.2	0.0	-3	0.6	1.4	6

New compounds follow
#	SMILES	hcDAF12 agonist	GC-A act	ssDAF-12 act	GC-B act	GAA850 FXN act	DAX1 inh-1	proKLK7 act	SMARCA2 activ	DAX1 inh-2	hgDAF-12 ag	HGIII-sPLA2 inh
9	COc1ccc(OC)c(NC(=O)NCc2cccnc2)c1	0.7	-1	-1.5	1	0.1	0.0	-0.1	-2	1.2	-1.6	2
10	Cc1c(-c2ccco2)[n+](=O)c2c(n1[O-])CCC2	-1.1	-1	-0.8	-2	-1.7	3.8	0.9	-2	0.0	-1.2	-2
11	CCOc1ccc(CC(=O)NC2CC(C)(C)N(C)C(C)(C)C2)cc1OCC	-0.6	1	-0.3	5	-0.4	1.0	0.3	-2	1.0	1.0	1
12	COc1ccc(Cl)cc1C(=O)NNC(=S)NC1CCCC1	1.9	-2	-0.2	-7	1.8	-2.2	0.5	0	-0.1	-0.5	27*
13	O=C1NC[C@@H](CCCCN2CCN(CCc3ccc(O)cc3)C(=O)C2=O)N(CCc2ccc(O)cc2)C1=O	-0.9	5	-0.9	1	x	x	0.3	2	-0.4	1.7	1
14	CC(C)C[C@H](NC(=O)C1CCN(C(=O)[C@H](Cc2ccccc2)NC(=O)OC(C)(C)C)CC1)C(=O)O	-0.9	4	-1.0	4	0.9	3.1	0.0	-1	-0.4	-0.3	1
15	CC(=O)c1cccc(N(C(=O)Cn2nnc3ccccc32)C(C(=O)NCC2CCCO2)c2ccc(N3CCOCC3)cc2)c1 (stereo unspecified)	-1.0	3	-0.6	0	2.0	0.2	-0.3	5	-0.5	-1.4	-3
16	CC1(C(=O)NCc2cccc3ccccc23)CCN1C(=O)C1(c2ccccc2)CCCC1 (stereo unspecified)	-2.1	-11	-1.6	-7	1.0	x	0.1	-5	-1.5	-0.4	-5

(continued)
#	SMILES	hcDAF12 agonist	GC-A act	ssDAF-12 act	GC-B act	GAA850 FXN act	DAX1 inh-1	proKLK7 act	SMARCA2 activ	DAX1 inh-2	hgDAF-12 ag	HGIII-sPLA2 inh
17	CCOC(=O)C1(C)NC(c2ccc(OC)cc2OC)C2C(=O)N(CC)C(=O)C21 (stereo unspecified)	-0.6	3	-1.9	-2	0.9	2.7	0.6	-3	0.1	-0.3	4
18	Cc1cc(N2CCN(c3ccccc3)CC2)nc(N2CCOCC2)n1	-2.3	-1	-1.3	-6	2.8	-2.0	-0.7	2	-0.7	2.7	2
19	CC(C)Cc1ccc(CN2CCCC(NC(=O)c3nn(C)c(=O)c4ccccc34)C2)cc1 (stereo unspecified)	-0.3	0	-1.1	-4	1.4	-0.3	-0.1	3	0.0	-0.1	4
20	Cc1ccsc1/C=N/n1c(-c2ccco2)n[nH]c1=S	-0.9	1	-1.3	1	0.3	-0.4	0.2	1	0.8	0.8	7
21	CC(C)C(=O)Nc1ccc(C(=O)NNC(=O)CCc2ccccc2)cc1	-0.9	1	-1.7	3	2.2	-0.2	0.2	0	0.2	1.6	-2
22	CCCCCCCNC(=O)C1(CC2CC(c3cccc(Br)c3)=NO2)CCN(C(=O)C2(C)CC2)CC1 (stereo unspecified)	-1.4	-1	-0.9	-4	0.2	-2.3	0.7	-1	0.2	-0.7	-17
23	COC(=O)[C@@]12C[C@@H](CC(=O)NCc3ccc(C)o3)C(=O)N(Cc3cccc4ccccc34)C1=CCC(C)(C)C2	0.1	-7	-1.1	0	x	x	-0.1	-7	-1.2	0.2	-19
24	O=C1C(Cl)=C(N2CCOCC2)C(=O)N1CCc1ccccc1	4.0	6	-0.1	3	3.5	1.9	0.2	2	1.4	11*	7

The results go on.
#	SMILES	hcDAF12 agonist	GC-A act	ssDAF-12 act	GC-B act	GAA850 FXN act	DAX1 inh-1	proKLK7 act	SMARCA2 activ	DAX1 inh-2	hgDAF-12 ag	HGIII-sPLA2 inh
25	COc1ccc(CN(CCN2CCOCC2)C(=O)c2ccc(F)cc2Cl)cc1OC	-3.1	3	-1.0	-7	x	x	0.3	-7	1.0	-0.4	9
26	COc1ccc(COC[C@H](C)N2C[C@@H](C)[C@H](CN(C)S(=O)(=O)c3ccc(F)cc3)OCCCC[C@H](C)Oc3ccc(NC(=O)Nc4ccccc4)cc3C2=O)cc1	-3.3	-2	-1.4	1	x	x	x	x	x	-2.2	-3
27	Cc1ccccc1N1CCN(c2ncnc3c2cnn3Cc2ccc(Cl)cc2)CC1	-2.3	8	-1.7	-1	-1.4	0.1	0.3	-2	-1.2	0.4	3
28	COc1ccc(/C=N/OCC(=O)NCC(C)C)c(OC)c1	-2.4	5	-1.6	0	0.7	-1.6	-0.5	-2	-0.3	-4.7	4
29	CC(C)c1nc2n[nH]c(N)c2c2c1CCC2	-1.2	-3	-1.4	-3	3.2	0.1	0.1	0	0.7	0.2	8
30	CCOC(=O)c1[nH]c2ccc(F)cc2c1NC(=O)C1=COCCO1	-2.8	-1	-1.2	0	1.3	-0.3	0.1	0	0.6	-0.7	-1
31	Cc1ccccc1Cc1ccc(Cl)nn1	0.1	2	-1.6	4	1.3	-0.4	-0.2	-1	-0.3	0.7	2
32	CSCc1cc(N2CCOCC2)nc(SCc2ccc(Cl)c(Cl)c2)n1	-2.5	10	-1.6	14	7.0	-0.2	0.6	2	-0.7	-1.6	3

From compound 26 up to 32, copied from above:
#	SMILES	hcDAF12 agonist	GC-A act	ssDAF-12 act	GC-B act	GAA850 FXN act	DAX1 inh-1	proKLK7 act	SMARCA2 activ	DAX1 inh-2	hgDAF-12 ag	HGIII-sPLA2 inh
26	COc1ccc(COC[C@H](C)N2C[C@@H](C)[C@H](CN(C)S(=O)(=O)c3ccc(F)cc3)OCCCC[C@H](C)Oc3ccc(NC(=O)Nc4ccccc4)cc3C2=O)cc1	-3.3	-2	-1.4	1	x	x	x	x	x	-2.2	-3
27	Cc1ccccc1N1CCN(c2ncnc3c2cnn3Cc2ccc(Cl)cc2)CC1	-2.3	8	-1.7	-1	-1.4	0.1	0.3	-2	-1.2	0.4	3
28	COc1ccc(/C=N/OCC(=O)NCC(C)C)c(OC)c1	-2.4	5	-1.6	0	0.7	-1.6	-0.5	-2	-0.3	-4.7	4
29	CC(C)c1nc2n[nH]c(N)c2c2c1CCC2	-1.2	-3	-1.4	-3	3.2	0.1	0.1	0	0.7	0.2	8
30	CCOC(=O)c1[nH]c2ccc(F)cc2c1NC(=O)C1=COCCO1	-2.8	-1	-1.2	0	1.3	-0.3	0.1	0	0.6	-0.7	-1
31	Cc1ccccc1Cc1ccc(Cl)nn1	0.1	2	-1.6	4	1.3	-0.4	-0.2	-1	-0.3	0.7	2
32	CSCc1cc(N2CCOCC2)nc(SCc2ccc(Cl)c(Cl)c2)n1	-2.5	10	-1.6	14	7.0	-0.2	0.6	2	-0.7	-1.6	3

New compounds follow
#	SMILES	hcDAF12 agonist	GC-A act	ssDAF-12 act	GC-B act	GAA850 FXN act	DAX1 inh-1	proKLK7 act	SMARCA2 activ	DAX1 inh-2	hgDAF-12 ag	HGIII-sPLA2 inh
33	N#Cc1ccccc1S(=O)(=O)c1ccccc1C(=O)Nc1ccccc1	-0.9	0	-0.4	0	1.4	1.1	0.4	-2	-0.5	-2.3	0
34	COc1ccc(C(=O)OCCN2CCN(C3CN(Cc4cn(Cc5ccccc5F)nn4)S(=O)(=O)C3)CC2)cc1OC (stereo unspecified)	-3.1	-6	-1.8	9	x	x	0.0	-1	-2.6	-1.5	-1
35	COc1ccc(Cl)cc1NC(=O)c1ccc2c(SCC(=O)O)c3c(nc2c1)CCCC3	-1.0	-1	-0.9	-2	0.1	-0.1	0.3	-1	0.0	1.1	5
36	O=C(COc1ccc(S(=O)(=O)NC2CCCCC2)cc1Cl)Nc1ccc2c(c1)OCO2	-1.1	-5	-2.2	7	2.3	-0.9	-0.5	-3	-1.8	-5.7	-48
37	Cc1cc(=O)oc2cc(OC(C)C(=O)O)c(Cl)cc12 (stereo unspecified)	0.7	3	-0.6	0	0.1	0.1	0.4	-3	-0.1	0.2	4
38	COCCCNC(=O)c1c[nH]c2ccc(S(=O)(=O)N3CCC(C)CC3)cc2c1=O	-0.1	-3	-1.4	3	0.0	0.0	0.2	-2	0.7	-1.1	1
39	O=S(=O)(NCCC(c1ccc(F)cc1)c1ccco1)c1ccccc1 (stereo unspecified)	-1.4	-3	-1.8	-8	0.7	-0.3	0.0	-3	0.2	-1.2	-39
40	O=C(OCCN1CCOCC1)c1cccs1	-1.2	4	-1.7	-4	3.1	2.9	-0.4	-2	0.0	-2.1	8
41	c1ccc(-c2nn(Cc3ncco3)c3ccccc23)cc1	1.5	-3	-1.2	-10	x	x	x	x	x	-4.2	-3
